Assay outcomes as filed in PubChem BioAssay.
aSyn yeast inh: qHTS of alpha-syn Inhibitors. Yeast expressing alpha-synuclein, growth rescue, BacTiter-Glo, 24 h. Potency, µM (highest dose often 46.1 µM), for the others: at the highest dose growth rescue (activation), hits mostly activators. 370,000 compounds, 0.14% hits. AID 652106, 2013; further: potency means the concentration at half of the fitted maximal effect; % of control where 0% means no effect; nearly all actives have a fitted effect of over 65% in size
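Galactose-induced alpha-syn yeast (OD600=0.02, raffinose-pregrown) + pinned cpd, 24 hr, 30 deg C; growth by BacTiter-Glo luminescence. Growth restoration scores as activation.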
FUS suppressor: qHTS for Suppressors of FUS Proteinopathy: Primary screen using FUS-linked yeast assay. S. cerevisiae FUS-expressing, growth rescue, OD600, 24 h. 390,000 compounds, 0.24% hits. Potency, µM (series often up to 76.6 µM), for the others: top-dose growth rescue (activation), usual class: activators. AID 1347120, 2019;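 further: potency means the concentration at half of the fitted maximal effect; plate controls were DMSO vehicle for no effect and reference control for full effect; nearly all actives have a fitted effect of over 55% in size; some results filed as inactive show a strong effect at the top dose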
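Cultures pregrown in 2.5% raffinose medium are shifted to minimal medium containing 2% galactose to express toxic FUS. Compounds are tested at several concentrations. After 24hr at 30C, growth is quantified at 600 nm absorbance.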
GLP1R inv ag: qHTS of GLP-1 Receptor Inverse Agonists (Inhibition Mode) | Glucagon-like peptide 1 receptor (Homo sapiens), P43220 | HEK293 GLP-1R CRE-luciferase, luminescence, 24 h; GLP-1R form is constitutively active | Potency, µM (titrated, usually from 38.3 µM), for inactives: top-dose activity change, negative = inhibition, hits mostly inhibitors | 410,000 compounds, 1.6% hits | AID 624417, 2012; further: potency means the concentration at half of the fitted maximal effect; on the % scale 0 is the no-effect control and ±100 the full control effect; nearly all actives have a fitted effect of over 55% in size
Target sequence (P43220 whole entry, looked up): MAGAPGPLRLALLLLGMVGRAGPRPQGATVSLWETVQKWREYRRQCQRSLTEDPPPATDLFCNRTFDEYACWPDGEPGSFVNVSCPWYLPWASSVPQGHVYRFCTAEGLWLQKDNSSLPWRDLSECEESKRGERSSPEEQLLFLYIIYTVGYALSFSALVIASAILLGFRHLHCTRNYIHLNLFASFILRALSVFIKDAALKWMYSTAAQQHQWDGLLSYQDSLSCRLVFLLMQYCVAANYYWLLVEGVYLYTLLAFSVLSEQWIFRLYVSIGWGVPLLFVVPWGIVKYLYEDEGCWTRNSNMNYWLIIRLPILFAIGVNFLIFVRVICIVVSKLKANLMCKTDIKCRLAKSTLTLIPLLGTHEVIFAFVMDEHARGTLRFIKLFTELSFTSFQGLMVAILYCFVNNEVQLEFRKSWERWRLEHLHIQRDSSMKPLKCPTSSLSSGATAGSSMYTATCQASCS
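Luminescence readout: a drop in cAMP-driven luciferase signal flags inverse agonism at a constitutively active GLP-1R stably expressed in HEK293. Compound exposure lasted 24 hr at 37 deg C, 5% CO2.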
GLP-1R agonist: qHTS of GLP-1 Receptor Agonists | 380,000 compounds, 0.007% hits | Glucagon-like peptide 1 receptor (Homo sapiens), P43220 | Potency, µM (highest dose often 45.6 µM), without a hit: at the top dose activation, actives largely listed as activators | HEK293 GLP-1R CRE-luciferase, luminescence, 4-6 h; cells express a hypersensitive GLP-1R form; further: potency means the concentration at half of the fitted maximal effect; % of control where 0% means no effect
TDP-43 yeast inh: qHTS of TDP-43 Inhibitors | Potency, µM (series often up to 46.1 µM), for the others: at the top dose growth rescue (activation), most hits filed as activators | TDP-43 expressing yeast growth rescue, BacTiter-Glo, 24 h | 410,000 compounds, 1.8% hits; further: potency means the concentration at half of the fitted maximal effect; % of control where 0% means no effect; nearly all actives have a fitted effect of over 50% in size
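Yeast expressing TDP-43 (pregrown in raffinose, seeded at OD600=0.02 in galactose medium) exposed to compounds 24 hr at 30 deg C. Growth read by BacTiter-Glo luminescence; rescue of toxicity appears as increased signal.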
PTHR1 agonist: qHTS for PTHR1 Agonists: Primary Screen; Parathyroid hormone/parathyroid hormone-related peptide receptor (Homo sapiens), Q03431; HEK293 GP2 PTHR1 cells, GloSensor cAMP luminescence, 1 h; 410,000 compounds, 0.075% hits; AID 743266, 2014; Potency, µM (titrated, usually from 115 µM), inactives show at the highest dose activation, hits mostly activators; further: potency means the concentration at half of the fitted maximal effect; nearly all actives have a fitted effect of over 55% in size; some results filed as inactive show a strong effect at the top dose; inactives centre near -15; many of its hits are not listed in these tables
Target sequence (Q03431 whole entry, looked up): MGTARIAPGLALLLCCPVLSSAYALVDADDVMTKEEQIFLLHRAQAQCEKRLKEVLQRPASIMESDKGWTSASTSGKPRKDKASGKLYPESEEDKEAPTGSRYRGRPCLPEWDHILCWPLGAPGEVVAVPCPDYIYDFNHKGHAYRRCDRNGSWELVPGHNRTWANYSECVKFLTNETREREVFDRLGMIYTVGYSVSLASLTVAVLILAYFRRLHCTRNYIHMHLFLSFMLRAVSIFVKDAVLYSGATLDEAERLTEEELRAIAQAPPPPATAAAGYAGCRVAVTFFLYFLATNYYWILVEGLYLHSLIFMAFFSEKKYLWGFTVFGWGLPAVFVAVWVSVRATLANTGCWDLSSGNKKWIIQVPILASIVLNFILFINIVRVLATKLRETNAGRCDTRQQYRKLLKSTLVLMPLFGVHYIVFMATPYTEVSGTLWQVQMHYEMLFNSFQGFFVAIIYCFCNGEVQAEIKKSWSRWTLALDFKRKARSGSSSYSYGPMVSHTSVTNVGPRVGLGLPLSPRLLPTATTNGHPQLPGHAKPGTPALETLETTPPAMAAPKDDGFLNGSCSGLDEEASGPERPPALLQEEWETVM
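HEK-293-derived GP2 cells expressing PTHR1 and a GloSensor cAMP reporter, 3,000/well, plated overnight, given luciferin plus IBMX (each 0.5 mM as added) for 1 h at 37 °C, then compound for 1 h at 37 °C. Luminescence was read after 15 min at room temperature.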
pAkt inh: HTS Assay for Inhibitors of Akt Phophorylation: Primary Screen | Neuro2A IGF-stimulated pAkt S473 HTRF, 20 min; active compounds read low | activity change, % for hits at 50 µM | 360,000 compounds, 0.32% hits; in the data active means activity change below about -80%; inconclusive means mostly about -51% to -80%; further: on the % scale 0 is the no-effect control and ±100 the full control effect
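Neuro2A cells in DMEM with 0.5% FBS, overnight at 37 deg C, given compound at single 50 µM final, then IGF (6 nM final) for 20 min at 37 deg C. Lysed; phospho-Akt Ser473 by HTRF after 24 h, 665/615 ratio.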
Abeta yeast res: qHTS for compounds that reverse cellular toxicity of Amyloid beta (A-beta) peptide in yeast: Primary Screen; 410,000 compounds, 0.063% hits; yeast expressing A-beta42, growth rescue, OD600, 48 h; response scale: 0% DMSO, 100% iron-clioquinol control; Potency, µM (top dose mostly 46.1 µM), inactives show top-dose growth rescue, usual class: activators; further: potency means the concentration at half of the fitted maximal effect; nearly all actives have a fitted effect of over 55% in size
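Growth rescue measured by 600 nm absorbance after 48 h yeast culture at 30 C with compound. Values normalized between DMSO and an equimolar ferric chloride plus clioquinol control.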
D3 antag: qHTS of D3 Dopamine Receptor Antagonist: qHTS | D3R cells, DiscoveRx beta-arrestin luminescence, antagonist mode; active compounds read low | 360,000 compounds, 2.5% hits | max response, negative = inhibition, %; in the data active means max response below about -50%; inconclusive means no clear call, values can overlap the other calls; further: on the % scale 0 is the no-effect control and ±100 the full control effect; mostly tested at two doses, the higher about 12 µM
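Cells expressing the human receptor were seeded at 1500 cells/well, incubated overnight at 37 degrees C in 5% CO2, then exposed to library compounds with dopamine controls for 90 minutes at 37 degrees C before luminescent detection.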
Numbers without * were called inactive; i = inactive; ? = inconclusive; nt = not tested or not shown; [ ] = another dose, or the depositor's remark. Unless noted, the call rests on the fitted dose curve; in most records, active means well fitted curve in the direction sought with a large enough effect; inconclusive means small, poorly fitted or top-dose-only effect, or another doubt; inactive means no such curve, though single readings can be large; an effect the other way counts as inactive or inconclusive. Some of the compounds tested. The share of hits here may be higher or lower than overall.

structure	aSyn yeast inh	FUS suppressor	GLP1R inv ag	GLP-1R agonist	TDP-43 yeast inh	PTHR1 agonist	pAkt inh	Abeta yeast res	D3 antag
CC1C(=O)N2CCCc3cc(NC(=O)C(=O)NCc4ccc5c(c4)OCO5)cc1c32 (stereo unspecified)	-3%	?	6%	7%	1%	i	i	-4%	-3
COc1cc(NC(=O)N2CCc3nc(NCc4cccc(Oc5ccccc5)c4)ncc3C2)cc(OC)c1OC	0%	?	?	6%	?	-25%	i	2%	40
COCCNC(=O)/C(C#N)=C/c1ccc(OCC(=O)NC2CCCCC2)cc1	0%	19%	8%	3%	9%	i	i	-2%	1
Cc1c(CCO)c(=O)n(-c2ccccc2)n1S(=O)(=O)c1ccc(Cl)cc1	-7%	3%	-9%	2%	3%	i	i	2%	?
CCOC(=O)C1CCN(c2ncnc3c2oc2ccc(Cl)cc23)CC1	-5%	-10%	33%[activator]	?	?	-12%[57.5 µM]	i	-31%[inhibitor]	68
Cc1c(C(=O)NCc2ccccn2)oc2ccc(Br)cc12	5%	-17%	29%	24%	?	-19%	i	3%	-9
Cc1ccccc1C(=O)O/N=C(\c1ccccc1)c1ccccn1	0%	-12%	-22%	1%	?	i	i	-30%[inhibitor]	9
CCOc1ccc(-c2nnc3ccc(SCC(=O)NCc4ccco4)nn23)cc1	-11%	37%	2%	-9%	-16%	21%[57.5 µM]	i	-4%	33
COc1ccc(NC(=O)NCc2ccncc2)cc1	4%	-22%	5%	-7%	-2%	i	i	7%	4
Nc1nc(C(c2ccccc2)c2ccccc2)cs1	7%	-1%	?	9%	14%	-18%	i	12%	2
Cc1cc(C)cc(NC(=O)C2CCN(S(C)(=O)=O)CC2)c1	2%	11%	6%	12%	7%	i	i	5%	9
Cc1ccc(NC(=O)Nc2ccccc2C(N)=O)cc1	-9%	-17%	1%	-4%	-4%	-16%	i	-12%	-22
COc1ccc(NC(=O)C(=O)NCCN2CCN(C(=O)C(c3ccccc3)c3ccccc3)CC2)cc1	0%	3%	?	-1%	6%	-6%[57.5 µM]	i	19%	-9
O=C(O)c1nc(NCCc2ccccc2)ncc1Cl	-4%	42%	5%	0%	-14%	?	i	4%	?
COc1ccc(CCN(Cc2cccs2)S(=O)(=O)c2ccc(S(=O)(=O)N3CCC(C)CC3)cc2)cc1OC	3%	-2%	6%	0%	10%	-46%[inhibitor]	i	-4%	4
COc1cc(NC(=O)c2cccc(Cl)c2Cl)ccc1NC(=O)c1cc2ccccc2o1	nt	15%	7%	nt	12%	-7%	nt	-16%	nt
C=CCC[C@H](Cc1ccc(F)cc1)C(=O)OC[C@@H](NC(=O)[C@@H](CC=C)CC(=O)N[C@H](CO)Cc1ccccc1)C(C)(C)C	-3%	?	7.9µM*	-1%	1%	-48%[inhibitor]	i	9%	-25
COC(=O)C/C(C)=N/Nc1ccc(S(=O)(=O)N2CCCC2)cc1[N+](=O)[O-]	-2%	0%	18%	-1%	10%	-9%	i	-4%	2
CC(=O)c1c(C)oc2c(Cl)cc(NS(=O)(=O)c3ccc(Cl)cc3)cc12	?	-25%	3%	2%	24%	-1%	nt	-11%	nt
COc1ccc(CCNc2oc(COc3ccccc3Cl)nc2C#N)cc1OC	10%	31%	0%	1%	17%	-59%[inhibitor]	i	7%	33
COCCN(C(=O)CC1C(=O)NCCN1Cc1ccc(-c2ccccc2)cc1)C(C)C (stereo unspecified)	-1%	25%	-17%	-1%	0%	i	i	11%	17
CCN(CC)S(=O)(=O)c1ccc(OC)nc1	-14%	9%	-10%	-10%	-20%	-12%[57.5 µM]	i	-4%	6
Cc1cc(=O)oc2cc3c(cc12)OCCN3	-2%	7%	34%[activator]	0%	-15%	i	i	10%	17
O=C(O)CCc1nnc(SCC(=O)Nc2ccc(Cl)c(C(F)(F)F)c2)[nH]c1=O	3%	8%	7%	8%	-14%	-4%	i	9%	3
CCOc1ccc(CCNC(=O)CS(=O)Cc2nc(-c3ccc(OC)cc3)oc2C)cc1OCC (stereo unspecified)	2%	31%	15%	7%	17%	i	i	1%	-2
O=C(O)c1cc(S(=O)(=O)NCCCN2CCCC2=O)ccc1Cl	0%	nt	14%	-1%	10%	i	i	8%	10
COCCCNC(=O)Cn1cc(/C=C(\C#N)C(=O)N2CCN(c3ccccc3)CC2)c2ccccc21	1%	nt	-7%	0%	17%	i	i	19%	0
Cn1c(=O)cc(OCCCC(=O)Nc2ccc3c(c2)OCCO3)c2ccccc21	-9%	14%	6%	-5%	1%	-7%[57.5 µM]	i	3%	11
C[C@H](N)C(=O)N1CCC(C(=O)N[C@@H](Cc2ccccc2)C(=O)Nc2ccc(F)cc2)CC1	-2%	9%	-13%	-1%	21%	i	i	-11%	-19
Cc1cccc(C)c1NC(=O)CN1CCNCC1	0%	-18%	12%	-11%	3%	-2%	i	4%	18
CNC(=O)n1ccc(C(=O)N2CCCCC2)n1	-1%	-9%	12%	-12%	-5%	i	i	-9%	5
O=C(NCCS(=O)(=O)N1CCN(c2ccc(F)cc2)CC1)c1ccc2c(c1)OCO2	1%	-3%	0%	-6%	23%	i	i	13%	-27
O=C1NC(=Nc2ccccc2)S/C1=C\c1cccn1-c1ccccc1	2%	19%	-11%	18%	3%	-37%[inhibitor][57.5 µM]	i	-2%	-70*
Cc1ccc(S(=O)(=O)N2CCCCC2)cc1	-5%	-15%	-49%	5%	18%	-17%	i	2%	0
COc1ccc(NC(=S)N2CCN(C/C=C/c3ccccc3)CC2)cc1OC	-1%	-10%	?	-15%	4%	-18%[57.5 µM]	i	2%	-10
COc1ccc(CCNC(=O)CNC(=O)Cn2ccc3ccccc3c2=O)cc1OC	2%	4%	-4%	7%	-6%	-1%	i	-1%	10
CC1=CC(C)(C)C(C(=O)O)C(C(=O)O)C1 (stereo unspecified)	-3%	-29%	3%	3%	-12%	i	i	-13%	-11
Cc1cccc(OC(C)C(=O)Nc2ccc3c(c2)OCCO3)c1 (stereo unspecified)	-7%	29%	7%	-2%	-28%	i	i	-18%	7
Cc1ccc(CN2CCNC(=O)C2CC(=O)N2CCN(c3ncccn3)CC2)o1 (stereo unspecified)	-2%	36%	3%[7.66 µM]	1%	-1%	i	i	10%	-24
CCCc1cc(C(=O)N/N=C/c2ccc(CC)s2)c2ccccc2n1	-8%	25%	?	13%	-11%	-14%[57.5 µM]	-118%*	-5%	-27
COc1ccccc1Nc1nc(-c2ccccc2)nc2ccccc12	-4%	-16%	-29%	-6%	7%	i	i	-30%	57
O=C(c1ccco1)N1CCN(S(=O)(=O)c2cccs2)CC1	-6%	7%	3%	-2%	-9%	i	i	-17%	5
COc1cc2c(cc1OC)/C(=C/C(=O)c1ccc(C)cc1)NCC2	-2%	32%	205%[activator]	33%	4%	i	i	-7%	-7
CS(=O)(=O)N(CC(=O)N1CCCCCC1)c1ccc(Br)cc1	?	15%	3%	-6%	-8%	-7%[57.5 µM]	i	39%	17
S=C(NCCc1ccccc1)Nc1ccc(Cl)cc1	-3%	nt	?	5%	9%	-45%[inhibitor]	i	-9%	-15
CC(C)Nc1nc(NC(C)C)nc(N(C)C(N)=O)n1	1%	-4%	0%	18%	16%	i	i	-10%	22
CCN1CN(Cc2ccccc2)CNC1=S	-2%	nt	-7%	6%	-8%	i	i	-2%	2
O=C(C1COc2ccccc2O1)N1CCN(c2nc3ccccc3s2)CC1 (stereo unspecified)	7%	31%	18%	6%	11µM*	-45%[inhibitor]	i	34%	8
CC(=O)NCC1(c2ccccc2)CCN(CC2COc3ccccc3O2)CC1 (stereo unspecified)	-1%	-18%	7%	2%	22%	-22%	i	-9%	?
COc1cccc(CNC(=O)[C@@H]2CCCN2C(=O)[C@@H]2CCCN2)c1	-5%	-13%	7%	6%	11%	i	i	-9%	-10
COc1cc(C(=O)ONC(=O)c2ccc(OC(F)F)cc2)cc(OC)c1OC	-48%[inhibitor]	2%	-10%	6%	8.9µM*	i	i	?	4
Fc1ccc(CN2CCN(c3ncnc4scc(-c5ccccc5)c34)CC2)cc1	1%	-14%	?	-3%	-22%	-23%	i	-2%	26
CCOC(=O)N1CCN(C(=O)COC(=O)c2cc(C)ccc2C)CC1	1%	-10%	-11%	15%	5%	-19%	i	-7%	-13
Cc1c(C(=O)Nc2ccccc2)sc2nc(-c3cc4cc(Cl)ccc4oc3=O)[nH]c(=O)c12	nt	-20%	6%	nt	15%	11%	nt	-12%	nt
CN(c1ccccc1)S(=O)(=O)c1nnc(NC(=O)COc2ccccc2F)s1	-3%	11%	?	-7%	5%	-22%	i	1%	-8
Cc1nc(SC2CC(=O)N(c3ccccc3)C2=O)nc2c1CCCC2 (stereo unspecified)	1%	22%	10%	11%	5%	-4%[57.5 µM]	i	21%	24
COC(=O)C1=C(C)N(Cc2ccccc2)C(=NCc2ccc(OC)cc2)N[C@H]1c1ccccc1	8%	4%	-9%	3%	-16%	11%	i	4%	-54*
N/C(=N\OC(=O)c1csnn1)c1ccc(C(F)(F)F)cc1	-3%	22%	22%	0%	?	-17%	i	-25%	12
